High-throughput results (PubChem BioAssay)
JMJD2E inh: JMJD2E (human) inhibition; JMJD2E catalytic domain, FDH-coupled NADH fluorescence (FDH is formaldehyde dehydrogenase); Potency, µM (top dose mostly 57.1 µM), inactives show at the highest dose activity change, negative = inhibition, hits mostly inhibitors; 230,000 compounds, 1.6% hits; active = well fitted inhibition curve with a large enough effect, not every such curve was filed as active; inconclusive = small, poorly fitted or top-dose-only effect, or another doubt; inactive = no such curve, though single readings can be large or run the other way;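 also: 0% = wells with enzyme and -100% = buffer wells without enzyme; nearly all actives have a fitted effect of over 50% in size; many of its hits are not listed in these tables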
Target sequence (B2RXH2 1-337 limits assumed): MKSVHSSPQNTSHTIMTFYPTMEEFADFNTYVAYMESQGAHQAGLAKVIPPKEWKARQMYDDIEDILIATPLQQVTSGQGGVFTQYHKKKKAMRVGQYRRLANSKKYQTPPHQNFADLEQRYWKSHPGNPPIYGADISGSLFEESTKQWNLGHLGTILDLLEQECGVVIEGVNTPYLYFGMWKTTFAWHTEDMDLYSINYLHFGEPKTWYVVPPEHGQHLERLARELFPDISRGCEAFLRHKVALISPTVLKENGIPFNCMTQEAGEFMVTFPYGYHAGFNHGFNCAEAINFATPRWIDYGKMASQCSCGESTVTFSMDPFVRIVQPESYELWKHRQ
HTT aggregate: inhibitors of mutant huntingtin aggregate formation in PC12 cells; PC12 HttQ103-GFP aggregates, Acumen cytometry, 40 h; Potency, µM (top dose mostly 46.1 µM), without a hit: top-dose activity change, negative = inhibition, most hits filed as inhibitors; AID 1688; 220,000 compounds, 1.1% hits; also: % is scaled to controls: 0 for no effect and ±100 for the full control effect; nearly all actives have a fitted effect of over 60% in size
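Inducible Q103 Huntingtin exon 1–GFP PC12 line, 1500 cells/well in phenol red free DMEM with 5% equine and 5% calf serum. Tebufenozide 100 nM induced expression; compounds titrated; aggregates quantified by cytometry.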
HTT cytoprotect: cytoprotection in Huntington HTT-Q103 PC12 cell model | 230,000 compounds, 0.14% hits | Potency, µM (highest dose often 56.4 µM), for the others: cytoprotection (ATP increase), actives largely listed as activators | PC12 HTT-Q103 induced, cytoprotection, ATP luminescence, 40 h;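 also: % of control where 0% means no effect; nearly all actives have a fitted effect of over 45% in size; toxic huntingtin expression switched on by the ecdysone agonist tebufenozide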
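Cells were plated at 1500 per well in phenol red-free DMEM with 5% equine and 5% calf serum. Tebufenozide (100 nM final) and compounds were added, then ATPlite reagent, and luminescence was read.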
Tau fluor counter: counter-screen for tau fibril formation inhibitors; AID 1463; 280,000 compounds, 0.93% hits; Potency, µM (doses to about 57.7 µM), inactives show at the top dose activity change, negative = decrease; tau K18 P301L Alexa594 fluorescence, heparin fibrillization; also: % is scaled to controls: 0 for no effect and ±100 for the full control effect; nearly all actives have a fitted effect of over 55% in size
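Human tau K18 P301L (15 uM unlabeled, 0.24 uM Alexa 594-labeled) in 100 mM sodium acetate pH 7 with 20 uM heparin, 6 hr at 37 C. ThT 30 uM added, 1 hr ambient; Alexa 594 FP and total fluorescence read at 555/632 nm.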
Tau fibril ThT: blocks human tau fibril formation measured by thioflavin T | Potency, µM (series often up to 57.4 µM), for inactives: at the highest dose activity, negative = inhibition, usual class: inhibitors | AID 1460 | 270,000 compounds, 2.1% hits | recombinant tau K18 P301L (four-repeat tau fragment), heparin-induced fibrillization, ThT fluorescence | P10636; also: % is scaled to controls: 0 for no effect and ±100 for the full control effect; nearly all actives have a fitted effect of over 55% in size
Target sequence (P10636 561-689 P618L limits assumed): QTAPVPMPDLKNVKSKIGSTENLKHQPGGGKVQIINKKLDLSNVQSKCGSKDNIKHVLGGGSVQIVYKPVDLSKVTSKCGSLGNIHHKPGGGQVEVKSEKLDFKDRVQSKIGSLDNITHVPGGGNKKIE
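Heparin-induced fibrillization of the P301L-mutant K18 repeat-domain fragment of human tau was followed by ThT binding in quantitative high-throughput format.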
ALDH1A1 inh: ALDH1A1 (human) enzyme inhibition | Purified ALDH1A1, NADH fluorescence, propionaldehyde substrate | AID 1030 | Potency, µM (highest dose often 75.3 µM), without a hit: top-dose activity, negative = inhibition, hits mostly inhibitors | 220,000 compounds, 7.3% hits; active = well fitted inhibition curve with a large enough effect, not every such curve was filed as active; inconclusive = small, poorly fitted or top-dose-only effect, or another doubt; inactive = no such curve, though single readings can be large or run the other way;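 also: plate controls were no enzyme wells and a reference inhibitor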
Target sequence (P00352 whole entry, looked up): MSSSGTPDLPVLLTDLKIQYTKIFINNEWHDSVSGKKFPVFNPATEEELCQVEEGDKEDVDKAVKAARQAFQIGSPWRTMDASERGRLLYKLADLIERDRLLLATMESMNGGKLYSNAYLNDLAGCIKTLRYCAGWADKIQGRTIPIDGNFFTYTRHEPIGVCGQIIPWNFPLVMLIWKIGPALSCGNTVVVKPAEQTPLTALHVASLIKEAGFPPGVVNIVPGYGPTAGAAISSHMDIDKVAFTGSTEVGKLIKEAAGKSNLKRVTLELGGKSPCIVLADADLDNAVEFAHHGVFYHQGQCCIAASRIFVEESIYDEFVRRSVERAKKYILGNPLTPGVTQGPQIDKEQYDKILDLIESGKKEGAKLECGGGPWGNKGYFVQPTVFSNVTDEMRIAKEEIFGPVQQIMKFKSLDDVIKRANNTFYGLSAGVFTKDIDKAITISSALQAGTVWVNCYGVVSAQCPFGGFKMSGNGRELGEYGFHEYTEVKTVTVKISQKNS
SMN2 splice up: enhancers of SMN2 splice variant expression; HEK293 SMN2-luciferase splicing reporter, luminescence, 30-36 h; Potency, µM (series often up to 46.1 µM), without a hit: at the top dose activity change, positive = activation, most hits filed as activators; 210,000 compounds, 2.8% hits; also: % of control where 0% means no effect; nearly all actives have a fitted effect of over 55% in size
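HEK293 cells carry an SMN2 minigene-luciferase reporter in which exon 7 inclusion puts luciferase in frame. Cells were seeded at 2000 cells/well, attached for 10-12 hours, then exposed to compounds for 30-36 hours at 37C before ONE-Glo luminescence.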
Tau fibril FP: blocks human tau fibril formation measured by polarization | P10636 | AID 1468 | K18 P301L tau heparin fibrillization, Alexa594 FP, 6 h | Potency, µM (top dose mostly 57.7 µM), inactives show top-dose activity, negative = inhibition, usual class: inhibitors | 280,000 compounds, 0.39% hits; also: % is scaled to controls: 0 for no effect and ±100 for the full control effect; nearly all actives have a fitted effect of over 55% in size
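FP of Alexa 594-tau after heparin (20 uM) induction. Substrate: human K18 P301L, 15 uM unlabeled, 0.24 uM labeled. Buffer 100 mM sodium acetate pH 7. 6 hr, 37 C.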
* = called active by the depositor; ? = inconclusive; nt = not tested or not shown; [ ] = another dose, or the depositor's remark. Unless noted, calls follow the shape of the dose curve; as a rule, active = well fitted curve in the direction sought with a large enough effect; inconclusive = small, poorly fitted or top-dose-only effect, or another doubt; inactive = no such curve, though single readings can be large; an effect the other way counts as inactive or inconclusive. Potency is read from the fitted curve at half-maximal effect.

| item | molecule | HTT aggregate | Tau fluor counter | HTT cytoprotect | Tau fibril ThT | SMN2 splice up | JMJD2E inh | ALDH1A1 inh | Tau fibril FP |
| --- | --- | --- | --- | --- | --- | --- | --- | --- | --- |
| 1 | O=C(O)c1ccccc1-c1ccccc1C(=O)Nc1nccs1 | -28% | -2% | 5% | -3% | -23% | 9% | -7% | -5% |
| 2 | CN(CCc1ccccn1)Cc1ccc(Cl)cc1Cl | 14% | 4% | -4% | -6% | 0% | -6% | -7% | -1% |
| 3 | Cc1cc(NC(=O)C2(c3ccccc3)CCCC2)no1 | 13% | 4% | 4%[0.074 µM] | 2% | 19% | 3% | 1% | 5% |
| 4 | Cc1nc(SCCC(C)C)c([N+](=O)[O-])[nH]1 | -7% | -11% | -10% | -13% | -3% | 10% | ? | -1% |
| 5 | O=C(NC(NC(=S)Nc1ccccc1)C(Cl)(Cl)Cl)c1cccc(Cl)c1 (stereo unspecified) | 11µM* | ? | -71%[inhibitor] | 8% | -11% | 1% | ? | ? |
| 6 | CC(C)CCN(CCC(C)C)C/C(O)=C(\C#N)c1nc(-c2ccccc2)cs1 | -5%[9.22 µM] | -25% | -16% | -18% | -9% | 0% | -10% | ? |
| 7 | O=C(N/N=C1\C/C(=N\NC(=O)c2ccncc2)c2ccccc21)c1ccncc1 | ? | ? | -26% | 10µM* | nt | ? | ? | ? |
| 8 | Cc1nn(CCO)c(N)c1C1(O)C(=O)Nc2c(Cl)cc(Cl)cc21 (stereo unspecified) | -2% | 9% | -55%[inhibitor] | 1% | -8% | 3% | ? | 1% |
| 9 | COC(=O)/C(=C1\OC(=O)C(c2ccccc2)C1=O)c1ccccc1 (stereo unspecified) | nt | -11% | nt | ? | 13µM* | -21% | -6% | -12% |
| 10 | COc1ccc(/C=N/n2c(C)nc3sc(C)c(C)c3c2=O)cc1 | -2%[9.22 µM] | -14% | 0%[10 µM] | -13% | nt | 12% | 3% | -3% |
| 11 | CCc1ccc(Nc2ncc3c(n2)CC(C)(C)CC3=O)cc1 | 30%[9.22 µM] | -16% | 29%[10 µM] | -11% | nt | 0% | nt | 6% |
| 12 | Cc1ccn2c(=O)nc(SCc3cccc(C(F)(F)F)c3)nc2c1 | -5% | -8% | -13% | -9% | -15% | -12% | 4% | 15% |
| 13 | Cc1c(C(=O)Nc2nc3ccccc3[nH]2)oc2ccc(Br)cc12 | -29% | -16% | 8%[10 µM] | ? | nt | ? | 6% | 5% |
| 14 | Cc1ccc(-c2cc(C(=O)OCC(=O)Nc3ncc(C(F)(F)F)cc3Cl)c3ccccc3n2)cc1 | 21% | -11% | -4%[10 µM] | -2% | 25% | 4% | -10% | -9% |
| 15 | Cc1nnc(NC(=O)CN2C(=O)c3ccccc3S2(=O)=O)s1 | 0% | -8% | 38%[10 µM] | -1% | -3% | 5% | 22% | -2% |
| 16 | CC(C)C(C)(C#N)NC(=O)CSc1nnc(-c2ccccc2)o1 (stereo unspecified) | 4% | -11% | -8%[10 µM] | 1% | -2% | -3% | -5% | 4% |
| 17 | COCCNS(=O)(=O)c1ccc2c3c(cccc13)C(=O)N2C | nt | 1% | nt | -3% | ? | ? | ? | 6% |
| 18 | NC(=O)C1(NC(=O)[C@@H]2CC3(CC(c4cccc(NC(=O)[C@@H]5CCC(=O)N5)c4)=NO3)CN2C(=O)c2ccccc2)CC1 (stereo partly specified) | 27% | 4% | 10% | 6% | -10% | 5% | 3% | -1% |
| 19 | CCCCNCC1CCCO1 (stereo unspecified) | 9%[9.22 µM] | 6% | 18%[10 µM] | -1% | nt | -1% | 7% | -4% |
| 20 | O=C1C(=C(c2ccccc2)c2ccccc2)Nc2ccccc21 | -3% | ? | -18% | 16µM* | 26% | 6% | 0.71µM* | -11% |
| 21 | CC(=O)Nc1ccccc1NC(=O)CC(C)(C)C | ? | 10% | -3%[0.074 µM] | 3% | ? | -3% | 3% | -1% |
| 22 | O=c1c2ccccc2c(-c2ccccc2)nn1-c1cc(Cl)ccc1[N+](=O)[O-] | -1% | ? | -36% | -9% | -18% | 1% | -2% | 11% |
| 23 | CCCn1cnc2cc(NCc3ccccc3OCC)ccc21 | nt | -17% | nt | ? | -9% | nt | nt | 2% |
| 24 | O=C(NC1CCCc2ccccc21)C12CC3CC(CC(O)(C3)C1)C2 (stereo unspecified) | 3% | -8% | 7% | -4% | -6% | ? | -6% | -2% |

Complete entries from above.
CC(C)C(C)(C#N)NC(=O)CSc1nnc(-c2ccccc2)o1 (stereo unspecified) is listed with HTT aggregate = 4%; Tau fluor counter = -11%; HTT cytoprotect = -8%[10 µM]; Tau fibril ThT = 1%; SMN2 splice up = -2%; JMJD2E inh = -3%; ALDH1A1 inh = -5%; Tau fibril FP = 4%
Cc1nc(SCCC(C)C)c([N+](=O)[O-])[nH]1 is listed with HTT aggregate = -7%; Tau fluor counter = -11%; HTT cytoprotect = -10%; Tau fibril ThT = -13%; SMN2 splice up = -3%; JMJD2E inh = 10%; ALDH1A1 inh = ?; Tau fibril FP = -1%
O=C1C(=C(c2ccccc2)c2ccccc2)Nc2ccccc21 is listed with HTT aggregate = -3%; Tau fluor counter = ?; HTT cytoprotect = -18%; Tau fibril ThT = 16µM*; SMN2 splice up = 26%; JMJD2E inh = 6%; ALDH1A1 inh = 0.71µM*; Tau fibril FP = -11%

(cont.)
| item | molecule | HTT aggregate | Tau fluor counter | HTT cytoprotect | Tau fibril ThT | SMN2 splice up | JMJD2E inh | ALDH1A1 inh | Tau fibril FP |
| --- | --- | --- | --- | --- | --- | --- | --- | --- | --- |
| 25 | CC(C)c1ccc(NC(=O)N2c3ccccc3Sc3ccccc32)cc1 | nt | -6% | nt | -1% | 2% | nt | nt | 4% |
| 26 | CSc1nncc(-c2ccc(F)c(F)c2)n1 | 1% | 0% | -5% | -1% | -1% | -2% | ? | 0% |
| 27 | COc1ccc(N2C(=O)CC(N(CCc3ccc(S(N)(=O)=O)cc3)C(=S)Nc3ccccc3)C2=O)cc1 (stereo unspecified) | -8%[9.22 µM] | ? | 6%[10 µM] | nt | nt | 5% | nt | -18% |
| 28 | Cc1noc2ncnc(N3CCCCC3)c12 | 9%[9.22 µM] | -3% | -5% | 2% | -3% | -3% | 32µM* | -3% |
| 29 | CCOc1cc(/C=C(/C#N)c2ccc(Cl)cc2)cc(Cl)c1OCC(=O)O | 22% | 6% | -78%[inhibitor] | -17% | nt | ? | -1% | 7% |
| 30 | COc1ccc(-c2cc(C(F)(F)F)nc(SCC(=O)N3CCCCC3)n2)cc1OC | nt | -7% | nt | -14% | 2% | nt | nt | -1% |
| 31 | COc1ccc(OCc2nnc(SCC(N)=O)n2N)cc1 | -2% | -1% | 0% | -7% | 10% | 8% | -3% | 2% |
| 32 | CC(C)(C)NC(=O)CN(C(=O)C1CSC(=O)C1)c1ccc2c(c1)OCCO2 (stereo unspecified) | -7% | 8% | 4%[10 µM] | 0% | 27% | 1% | 3% | 9% |
| 33 | CC(C)(C)C(=O)NC(=S)Nc1ccc(Cl)c(C(=O)O)c1 | -5% | 2% | nt | 1% | -1% | -6% | -3% | -4% |
| 34 | O=C(c1cccs1)N1CCN(S(=O)(=O)c2ccc(F)cc2)CC1 | nt | -3% | nt | -7% | -9% | -7% | -4% | 8% |
| 35 | COc1ccc(S(=O)(=O)N2CCOC2CNC(=O)C(=O)NCCc2ccc(OC)c(OC)c2)cc1C (stereo unspecified) | -15% | -3% | 15%[10 µM] | -3% | -40%[inhibitor] | 13% | -2% | -5% |
| 36 | Cc1ccc(C)c(SCC(=O)NC(=O)Nc2ccc3c(c2)OCCO3)c1 | 20% | -26% | ? | -11% | -6% | 2% | 3% | -12% |
| 37 | CNC(=O)Nc1ccccc1C(=O)NCc1ccccc1 | 15% | -7% | 0%[0.074 µM] | -6% | -9% | -5% | 2% | -4% |
| 38 | CNS(=O)(=O)c1cccc(C(=O)Nc2cccc(Cl)c2)c1 | -30% | -9% | -2% | -1% | -19% | -6% | -2% | 3% |
| 39 | C/C(=N\NC(=O)c1c(C)nc2ccccn12)c1cccc([N+](=O)[O-])c1 | 2% | 7% | -42%[inhibitor] | -7% | -18% | 7% | -13% | 5% |
| 40 | CCC(=O)N1CCc2cc(Br)cc(S(=O)(=O)CCC(=O)Nc3cccc(CC)c3)c21 | nt | -20% | nt | -15% | 1% | nt | nt | ? |
| 41 | COc1ccc(C(c2nnnn2C2CCCCC2)N2CCN(C)CC2)c(OC)c1 (stereo unspecified) | 17%[9.22 µM] | 8%[2.34 µM] | 2%[10 µM] | 0% | nt | 12% | 6% | -9% |
| 42 | O=C(Nc1ncnc2sc3c(c12)CCCCC3)c1ccc(F)cc1 | 9%[1.84 µM] | ? | -20% | -24% | 0% | -7% | 1% | -12% |
| 43 | CCN(CC)c1ccc(C2C3CCCCC3(O)CCN2CC(=O)N2CCCCC2)cc1 (stereo unspecified) | 25%[9.22 µM] | 6% | 11% | 7% | nt | 0% | ? | 1% |
| 44 | CCOc1ccc(-n2c(SCC(N)=O)nc3sc4c(c3c2=O)CCN(C)C4)cc1 | 0%[9.22 µM] | -16% | -10%[10 µM] | ? | nt | ? | 2% | ? |
| 45 | CS(=O)(=O)N(CC(=O)O)c1ccc2c(c1)OCO2 | 14% | -6% | -18%[10 µM] | -15% | 8% | -4% | 10% | 3% |
| 46 | O=C(COc1ccccc1C(=O)NCc1ccccn1)Nc1ccc(Br)cc1 | 16% | -12% | 1%[10 µM] | -5% | -9% | 1% | 0% | -11% |
| 47 | CCn1c(CNc2ccccc2Cl)nnc1SCC(=O)NCc1ccccc1 | -19% | -20% | -9%[10 µM] | -17% | nt | -2% | 12% | -9% |
| 48 | O=C1CCN(Cc2nc(-c3ccc(Cl)cc3)no2)CCN1 | -3%[9.22 µM] | -5% | -2%[10 µM] | -5% | nt | -6% | -14% | -6% |
| 49 | COc1cccc(C(=O)N2CCSC2=S)c1 | -10% | -8% | -30% | ? | 2% | 3% | -10% | 8% |
| 50 | CCn1c(CSc2nc(C)cc(C)n2)nnc1SCC(=O)Nc1ccccc1 | 5% | -2% | -12%[10 µM] | 2% | -11% | 8% | -5% | -2% |
| 51 | CCOCCCNC(=O)c1ccc2c(c1)OCO2 | ? | 3% | -2% | -2% | 14µM* | 0% | 14% | 0% |

Only part of the results is shown; rates above refer to the full screens.
